Screening results from PubChem.
NCI-60 one-dose screen, 48 h, at 10 µM unless noted. Numbers give growth in % (100 = growth as untreated, 0 = no growth, -100 = all killed).
HOP-62 = HOP-62 NSCLC. 80,000 compounds, 3.9% hits
A549/ATCC = A549/ATCC NSCLC; 81,000 compounds, 3.7% hits; AID 1794740
MALME-3M = MALME-3M melanoma; 78,000 compounds, 5.8% hits
UACC-62 = UACC-62 melanoma. 81,000 compounds, 5.4% hits. AID 1794756
UACC-257 = UACC-257 melanoma | AID 1794764 | 78,000 compounds, 4.4% hits
EKVX = EKVX NSCLC; 71,000 compounds, 3% hits
HOP-92 = HOP-92 NSCLC cells. 71,000 compounds, 6.3% hits. AID 1794738
M14 = M14 melanoma | 80,000 compounds, 6.2% hits
The depositor's hits bear a star; nt = not tested or not shown; & = joins results of further samples; [ ] = another dose, or the depositor's remark. Rule for the calls: active = growth percent below 10; inactive = the rest.

SMILES	HOP-62	A549/ATCC	MALME-3M	UACC-62	UACC-257	EKVX	HOP-92	M14
CCOC(=O)N1CCN(CCCOc2cccc(N(CC)CC)c2)CC1	89	77	105	nt	86	99	95	87
Cc1ccc2c(CSc3nc(-c4c(Cl)cccc4Cl)c(C#N)c(=O)[nH]3)cc(=O)oc2c1	74	68	95	96	80	96	73	94
Nc1nonc1-n1nncc1-c1ccc(Cl)s1	104	106	109	112	116	80	nt	113
OCc1ccccc1O[C@@H]1O[C@H](CO)[C@@H](O)[C@H](O)[C@H]1O	108	103	nt	111	108	104	nt	102
C(=N\Nc1nnc2n1N=C(c1ccccc1)CS2)/c1ccsc1	110	109	115	92	102	99	104	114
N#CC(C#N)N=Nc1ccccc1C(=O)O	116	99	107	99	nt	103	100	110
N#Cc1c(-c2ccc(Cl)cc2)n(O)c2ccccc12	nt	27	6.4*	8.3*	47	30	-8.5*	13
CCCCc1ccncc1	100	116	100	nt	117	91	76	104
N#Cc1nccc2ccc(OCc3ccc(Br)cc3)cc12	113	100	86	91	111	nt	43	90
CCNc1ccc(Nc2ncnc3c2cnn3CC(C)=O)cc1	97	82	121	97	87	101	101	98
COc1ccc(OC)c(/C=N/NC(=O)Cn2c(C(C)C)nc3ccccc32)c1	90	97	131	95	100	107	80	98
CCN(CC)CCN1C(=O)c2c(c(C)c3c(oc4ccc(O)cc43)c2C)C1=O	81	21	73	57	93	83	92	38
CCN1c2ccccc2SC1CC1=C(O)C(CC2Sc3ccccc3N2CC)=C1O (stereo not drawn)	100	112	104	92	111	93	102	109
O=C1c2ccccc2C(=O)c2c(SC(=S)N3CCCC3)cccc21	99	101	112	84	109	108	121	102
N#CCCN(C(=S)Nc1cccc(C(F)(F)F)c1)C1CCCCC1	93	87	132	82	71	96	83	96
Oc1ccc(Cl)c2cccnc12	98&97&106	100&100	124&94&100	102&108&100	99&108&107	103&103&114	96&94&97	98&95&95
O=C1c2ccccc2C(=O)N1Br	94	107	102	97	108	119	81	nt
O=C1c2cccc3c(NCCO)ccc(c23)C(=O)N1c1cccc(-c2nn(-c3ccccc3)cc2-c2nc3ccccc3s2)c1	120	108	101	86	121	81	93	103
CCOC(=O)C(=Cc1c(-c2ccccc2)[nH]c2ccccc12)C(=O)OCC	76	40	96	44	44	71	-5.0*	48
O=C1NC(=O)C2(CCC(C3CCCCC3)CC2)N1 (stereo not drawn)	94	106	nt	100	109	53	82	nt
CC1CCCC(=O)O1 (stereo not drawn)	97&94	98&108	104&104	101&109	99&104	102	92	105&101
CCOC(=O)Nc1cccnc1	100	107	96	96	116	98	89	96
O=C(/C=C/c1ccncc1)c1cc(Cl)ccc1O	100	106	111	93	116	91	nt	102
Cn1c(=O)c2[nH]c(COc3ccccc3[N+](=O)[O-])nc2n(C)c1=O	109	108	103	110	113	105	110	101
COc1cc(-c2cc3ncccc3c3nc(N)c4cccnc4c23)cc(OC)c1OC	27	13	51	nt	44	27	41	4.7*
SMILES	HOP-62	A549/ATCC	MALME-3M	UACC-62	UACC-257	EKVX	HOP-92	M14
Cc1nc(Nc2ccccn2)sc1C1=NNC(c2ccccc2F)C1 (stereo not drawn)	71	59	64	29	83	72	62	53
CN1C(=O)N(C)C2C1NN=c1s/c(=C\c3ccccc3)c(=O)n12 (stereo not drawn)	47	40	51	42	54	78	74	31
c1ccc(C(c2ccccc2)[n+]2ccccc2)cc1	102	98	90	103	101	nt	117	nt
O=C(Nc1ncc(Cc2ccccc2Cl)s1)C1=NCCCN1	101	100	103	96	98	98	107	92
CC(C)N(CCOC(=O)c1cc(I)cc(-c2ccccc2)c1O)C(C)C	97	105	130	100	120	89	82	105
Cc1ccccc1CC1c2[nH]c3ccccc3c2CCN1C (stereo not drawn)	84	96	79	86	117	nt	nt	101
CC(=O)c1c(NS(=O)(=O)c2ccc(N)cc2)c(-c2ccccc2)n(C)c1C	87	131	122	94	nt	98	236	94
CC1=CC(=Nc2cc(Br)c(O)c(Br)c2)C=CC1=O	110	112	109	106	113	104	105	100
COc1cc2c(c(OC)c1OC)C(=O)CC(c1cccc(NC(=O)c3cccc([N+](=O)[O-])c3)c1)O2 (stereo not drawn)	48	44	34	13	44	61	17	37
O=C(Cc1ccc(/C=C/C(=O)c2ncccn2)cc1)Nc1ccccc1	105	92	105	98	89	104	110	105
O=C(/C=C/c1cccs1)c1cccs1	118	nt	108	94	115	107	82	109
CSc1ccc2c3c(n(CCCn4ccnc4)c(=O)c2c1)-c1ccccc1C3=O	35	48	88	20	71	84	83	27
COC(=O)C(O)c1ccccc1 (stereo not drawn)	105	115	134	94	116	119	96	105
O=C1Nc2ccccc2C1=Nc1ccc(O)cc1	99	110	104	94	106	98	87	99
CCCCOC(=O)N1CCCCC1CC (stereo not drawn)	109	104	107	108	95	nt	82	119
COc1ccc(-c2csc(NNc3nc(-c4ccc(F)cc4)c(C#N)c(N4CCOCC4)n3)n2)cc1	109	84	108	73	90	91	80	98
O=C1NCCN(C(C(=O)NC23CC4CC(CC(C4)C2)C3)c2c[nH]c3ccccc23)C(=O)c2ccccc21 (stereo not drawn)	84	97	100	77	106	78	99	80
COc1nc(OC)nc(-c2cc(-c3cc(OC)c(OC)c(OC)c3)no2)n1	nt	89	110	98	100	103	95	111
CCOc1cc2c(c(OC)c1OCC)C(=O)N[C@@H]1[C@@H](O)[C@@H](O)[C@H](O)C[C@@H]21	104	84	111	97	98	99	86	107
CC(C)=CCC/C(C)=C/CC/C(C)=C/CCc1ccoc1C	106	109	90	98	104	nt	nt	104
O=C(O)CCCc1cccc2c1CCCC2	99	96	83	108	102	98	79	94
CCCCCCCCN(CCCCCCCC)C(=O)C(C)O (stereo not drawn)	104&95	102&99	95&88	116&97	103&104	nt	110&91	96&99
CCCCCC[C@H](C/C=C\CCCCCCCC(=O)OC)OC(C)=O	96&94	101&100	109	103&106	99&94	99	88&102	97
O=C(c1ccc(Cl)cc1)C1[C@H](c2ccccc2Br)[C@@H](c2ccccc2)NC12C(=O)Nc1ccc(Cl)cc12 (stereo partly drawn)	39	20	52	22	42	16	23	25
CC[C@H](c1ccc(O)c(O)c1)[C@@H](CC)c1ccc(O)c(F)c1	118	92	131	68	100	105	72	103
SMILES	HOP-62	A549/ATCC	MALME-3M	UACC-62	UACC-257	EKVX	HOP-92	M14
CCCCn1cnc2c(=S)nc(N)[nH]c21	105	106	127	104	105	87	91	97
CCC(CC)CCC(=O)CC(C)C	94	101	108	103	96	nt	116	106
CCCCCCNC(=O)Oc1ccc(/C(=C(/CC)Cc2ccccc2)c2ccc(OCCN3CCCC3)cc2)cc1	89	87	98	98	93	85	61	70
O=[N+]([O-])c1ccc(C2CC(c3ccccc3)=Nc3ccccc3S2)cc1 (stereo not drawn)	112	105	107	85	108	112	81	104
COc1ccc(-c2nnc(COc3ccc(NC(=O)c4ccccc4)cc3F)o2)cc1	106	85	83	90	110	nt	88	94
COc1ccc(CC(Cc2ccc(OC)c(OC)c2)NC=O)cc1OC	109	107	110	95	101	nt	91	115
O=C(O)c1cn(C2CC2)c2cc(N3CCN(C(=O)CN4C(=O)S/C(=C/c5cccc([N+](=O)[O-])c5)C4=O)CC3)c(F)cc2c1=O	97	99	90	98	95	92	103	102
C/C=C/C(=O)N(CC)c1ccccc1	105	100	97	112	105	107	102	106
COc1ccc(-c2c(-c3nc4ccccc4s3)c(N)nc3c(C(=O)Nc4ccc(Cl)cc4)c(Nc4ccccc4)nn23)cc1	nt	101	98	94	121	96	93	99
COc1ccc(NC(=O)COCCOCCNC[C@@H]2C(=O)O[C@H]3[C@H]2CC/C(COC(=O)OC/C2=C/CC[C@@]4(C)O[C@H]4[C@H]4OC(=O)[C@@H](CN(C)C)[C@@H]4CC2)=C\CC[C@@]2(C)O[C@@H]32)c(O)c1C(N)=O	94	73	-21*	43	40	81	-27*	54
O=C(NC1CCC(CN2CCOCC2)CC1)C1CCC2NOC(C3CCCCC3)C2C1 (stereo not drawn)	110	94	108	94	96	90	86	100
CN(N=Nc1ccccc1C(=O)O)C1CCCCC1	100&101	104&100	97&100	109&103	98&101	104	112	99&135
COc1ccc(Oc2nc(Nc3ccc(F)cc3)ncc2NC(=O)c2cc(OC)cc(OC)c2)cc1	77	67	96	68	85	91	82	73
CN(C)c1ccc(-c2ccc3c(c2)c(-c2ccccc2)nc(=O)n3C)cn1	37	46	63	25	57	70	-45*	21
CCCCCCCCCCCCCC(=O)OCC	nt	102	96	105	98	120	98	108
CC1(C)CC[C@]23CC[C@]4(C)[C@H](CC[C@@H]5[C@@]6(C)CC(CC/C(N)=N/O)(CC/C(N)=N/O)C(=O)C(C)(C)[C@@H]6CC[C@]54C)[C@H]2[C@H]1OC3=O	103	103	101	92	102	nt	102	103
CCCCSc1nc(C(=O)O)cc(=O)[nH]1	89	101	130	95	12	106	86	107
Cc1cc(C)c(S(=O)(=O)c2ccc(F)cc2)c(C)c1	96	98	112	101	111	128	108	116
Cc1ccccc1N1C(c2ccccc2)=NNC12C=CC(=O)C=C2Cl (stereo not drawn)	98	75	99	98	81	111	114	105
Nc1cccc(Cl)c1N	108	109	116	108	113	92	106	104
O=C(N/N=C\c1ccc(Cl)cc1Cl)c1ccncc1	112	91	99	106	104	101	88	100
Brc1ccc2[nH]cc(-c3nc(-c4c[nH]c5ncccc45)cs3)c2c1	57	23	nt	42	-6.4*	44	48	8.6*
COc1ccccc1N=C1SCC(=O)N1Cc1ccco1	100	103	113	111	98	101	95	105
Cc1ccc2c(c1)C(=O)/C(=C/c1ncc([N+](=O)[O-])n1C)O2	61	6.9*	-47*	-13*	-35*	nt	nt	-56*
O=C(CSc1nnc(COc2cnc3ccccc3n2)o1)Nc1cccc(Cl)c1	105	108	91	105	111	92	75	101
SMILES	HOP-62	A549/ATCC	MALME-3M	UACC-62	UACC-257	EKVX	HOP-92	M14
Cc1cnc(CN(C)C[C@H]2Cc3c(cccc3N3CCNCC3)CN2)c(C)c1	58	73	99	103	99	72	85	72
O=C(Cn1c(=O)[nH]c2ccccc2c1=O)NCC(=O)N/N=C/c1ccco1	99	104	93	93	96	96	81	87
O=C(O)c1ccc(-c2nn(-c3ccc(C(F)(F)F)cc3)cc2CNc2ccc(Br)cc2)cc1	96	51	102	68	77	77	87	76
O=C1/C(=C\c2ccc(Br)cc2)CN(C(=O)c2ccccc2F)C/C1=C\c1ccc(Br)cc1	-7.9*	2.5*	-2.9*	-3.2*	31	nt	nt	-48*
Nc1ccc(CC(=S)N2CCOCC2)cc1	84	77	103	106	nt	89	99	101
CC(=O)Oc1ccccc1Cl	101	100	102	111	95	nt	nt	106
Cc1c(C)c2c(c(C)c1OCCCC(=O)O)CC[C@@](C)(CCC[C@@H](C)CCC[C@@H](C)CCCC(C)C)O2	103[50 µM]	107[50 µM]	99[50 µM]	104[50 µM]	105[50 µM]	104[50 µM]	100[50 µM]	108[50 µM]
CN(C)CCN(Cc1ccccc1)c1ccccn1	100&109	100&99	107&97	103	98&95	118	nt	106&96
N#Cc1ccc([N+](=O)[O-])cc1NC(N)=S	80	102	63	106	129	92	101	103
CCOC(=O)c1ccc([N+](=O)[O-])o1	107	112	112	98	102	107	120	103
N=c1c2c(-c3ccccc3)c(-c3ccccc3)oc2ncn1N1C(=O)CCC1=O	93	109	110	90	105	89	nt	113
CC(=O)CC/C=C(\C)CCC=C(C)C	107	98	nt	98	102	nt	nt	101
c1cncc(CNc2ccccc2-c2nnc(Nc3ccc4c(c3)OCCO4)o2)c1	33	32	80	40	nt	50	136	13
CC(Br)Cc1ccc2c(c1)OCO2 (stereo not drawn)	105	94	104	88	98	106	97	107
Nc1nc(Cc2ccccc2)cc(-c2cc(Cc3ccccc3)nc(N)n2)n1	100	95	106	98	95	97	105	115
CCOC(=O)c1sc(-c2ccc(OS(=O)(=O)C[C@]34CCC(CC3=O)C4(C)C)c(C=O)c2)nc1C	8.3*	15	38	25	4.3*	36	38	4.0*
CC(C)=CCC[C@](C)(O)[C@H]1CC[C@]2(C)[C@@H]1CC[C@@H]1[C@@]3(C)C/C(=C/c4ccc(C=O)cc4)C(=O)C(C)(C)[C@@H]3CC[C@]12C	86	90	112	81	109	74	104	106
COc1ccc(-c2cc(-c3ccccc3)nc3nc(NC(C)=O)nn23)cc1	103	95	108	106	104	96	97	102
N#CCc1c(Cl)ccc(Cl)c1Cl	101	nt	97	83	nt	nt	nt	95

A second format for 2 compounds above:
Structure | HOP-62 | A549/ATCC | MALME-3M | UACC-62 | UACC-257 | EKVX | HOP-92 | M14
Cc1c(C)c2c(c(C)c1OCCCC(=O)O)CC[C@@](C)(CCC[C@@H](C)CCC[C@@H](C)CCCC(C)C)O2 | 103[50 µM] | 107[50 µM] | 99[50 µM] | 104[50 µM] | 105[50 µM] | 104[50 µM] | 100[50 µM] | 108[50 µM]
CN(C)CCN(Cc1ccccc1)c1ccccn1 | 100&109 | 100&99 | 107&97 | 103 | 98&95 | 118 | nt | 106&96

Ordered by molar mass (rising): part of the list above
SMILES	HOP-62	A549/ATCC	MALME-3M	UACC-62	UACC-257	EKVX	HOP-92	M14
CCOC(=O)c1ccc([N+](=O)[O-])o1	107	112	112	98	102	107	120	103
CN(C)CCN(Cc1ccccc1)c1ccccn1	100&109	100&99	107&97	103	98&95	118	nt	106&96
COc1ccc(-c2cc(-c3ccccc3)nc3nc(NC(C)=O)nn23)cc1	103	95	108	106	104	96	97	102

2 of the compounds above, with two lines to a compound:
Every second line gives: HOP-62 | A549/ATCC | MALME-3M | UACC-62 | UACC-257 | EKVX | HOP-92 | M14
CC(=O)Oc1ccccc1Cl
 : 101 | 100 | 102 | 111 | 95 | nt | nt | 106
N#Cc1ccc([N+](=O)[O-])cc1NC(N)=S
 : 80 | 102 | 63 | 106 | 129 | 92 | 101 | 103

Single entries from above.
Nc1nc(Cc2ccccc2)cc(-c2cc(Cc3ccccc3)nc(N)n2)n1 in UACC-62 is entered as 98
O=C1/C(=C\c2ccc(Br)cc2)CN(C(=O)c2ccccc2F)C/C1=C\c1ccc(Br)cc1 in M14 is entered as -48*
Nc1ccc(CC(=S)N2CCOCC2)cc1 in HOP-92 is entered as 99

Rows were taken by chance; any-hit rate near 10%.
